# CHRM5 agonist: human M5 muscarinic receptor agonists, primary screen, CHO-K1 cells, Fluo-8 calcium fluorescence | CHO-K1 hM5 cells; 0% DMSO wells, 100% maximal acetylcholine response | Muscarinic acetylcholine receptor M5 (Homo sapiens), P08912 | activation, % at 3 µM | 360,000 compounds, 0.19% hits;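 active = activation above the run's mean over test compounds plus 3 SD, cut at about 23% in these data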;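 note: signal is peak over basal fluorescence ratio across the kinetic read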
# Target sequence (P08912 whole entry, looked up): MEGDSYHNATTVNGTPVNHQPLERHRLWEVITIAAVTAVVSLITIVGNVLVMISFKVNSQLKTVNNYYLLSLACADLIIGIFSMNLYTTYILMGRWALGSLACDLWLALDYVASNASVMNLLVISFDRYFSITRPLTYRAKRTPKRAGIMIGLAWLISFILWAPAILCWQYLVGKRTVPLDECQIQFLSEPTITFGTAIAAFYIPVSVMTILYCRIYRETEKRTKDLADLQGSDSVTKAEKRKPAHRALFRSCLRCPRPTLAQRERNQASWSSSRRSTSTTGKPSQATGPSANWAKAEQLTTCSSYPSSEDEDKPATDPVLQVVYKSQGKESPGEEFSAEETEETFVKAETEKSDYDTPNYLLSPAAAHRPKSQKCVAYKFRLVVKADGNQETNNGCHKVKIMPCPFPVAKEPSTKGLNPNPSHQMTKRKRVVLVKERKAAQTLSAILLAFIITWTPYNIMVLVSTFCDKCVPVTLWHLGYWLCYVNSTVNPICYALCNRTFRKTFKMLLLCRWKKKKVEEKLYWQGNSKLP
# CHRM5 antagonist: human M5 muscarinic receptor antagonists, primary screen, CHO cells, Fluo-8 calcium fluorescence; Muscarinic acetylcholine receptor M5 (Homo sapiens), P08912; CHO-hM5 cells, ACh EC80; inhibition, % at 3 µM; 360,000 compounds, 0.59% hits;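 active = inhibition above a per-plate cutoff, the mean of that plate's test compounds plus 3 SD, cut at about 27% in these data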;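 note: 0% = acetylcholine EC80 with DMSO and 100% = DMSO without agonist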
# M1 PAM parental: nonselective calcium activators in parental CHO-K1 cells, primary screen, counter-screen for M1 PAM project, cell-based, Fluo-8 calcium fluorescence, full deck, 1536-well. activation, % at 3 µM. 360,000 compounds, 0.02% hits. AID 602247, 2012. ATP EC20; 0% at ATP EC20, 100% at ATP max;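 active = activation above the run cutoff, the mean activation of all test compounds plus 3 SD, cut at about 40% in these data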;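 note: peak over basal fluorescence ratio in a 140 s read after ATP addition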
# CHO-K1 Ca ag: counter-screen for M1 agonists: effect in parental CHO-K1 cells. Fluo-8 calcium fluorescence; scaled to maximal ATP response, vehicle zero. activation, % at 3 µM. 360,000 compounds, 0.48% hits; in the data active = activation above about 15%;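 note: untransfected CHO-K1 host cells lacking M1 receptor as counterscreen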
# CHRM5 PAM: human M5 muscarinic receptor positive allosteric modulators, primary screen, CHO-K1 cells, Fluo-8 calcium fluorescence. 360,000 compounds, 0.3% hits. CHO-K1 hM5, ACh EC20 PAM; 0% = ACh EC20, 100% = ACh EC100. activation, % at 3 µM. Muscarinic acetylcholine receptor M5 (Homo sapiens), P08912;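 active = activation above the run cutoff, the mean activation of all test compounds plus 3 SD, cut at about 18% in these data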
#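 System – CHO-K1 hM5 cells · Compound – 3 µM, single dose · Incubation – compound preincubation 140 s before EC20 acetylcholine addition · Technique – Fluo-8 calcium fluorescence · Measure – Max/basal fluorescence ratio as % of EC20–EC100 ACh window · Benchmarks – low control EC20 acetylcholine (0%), high control EC100 acetylcholine (100%) · Replication – singlicate, one well per test compound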
# CHRM4 PAM: human M4 muscarinic receptor positive allosteric modulators, primary screen, CHO-K1 cells, Fluo-8 calcium fluorescence; Muscarinic acetylcholine receptor M4 (Homo sapiens), P08173; CHO-K1 hM4/Gqi5, ACh EC20; 0% = ACh EC20, 100% = maximal ACh; activation, % at 3 µM; 360,000 compounds, 0.4% hits; AID 624126, 2012;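 active = activation above its plate's cutoff, the mean activation of sample wells plus 3 SD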; note: some results filed as inactive read as strong as hits
# Target sequence (P08173 whole entry, looked up): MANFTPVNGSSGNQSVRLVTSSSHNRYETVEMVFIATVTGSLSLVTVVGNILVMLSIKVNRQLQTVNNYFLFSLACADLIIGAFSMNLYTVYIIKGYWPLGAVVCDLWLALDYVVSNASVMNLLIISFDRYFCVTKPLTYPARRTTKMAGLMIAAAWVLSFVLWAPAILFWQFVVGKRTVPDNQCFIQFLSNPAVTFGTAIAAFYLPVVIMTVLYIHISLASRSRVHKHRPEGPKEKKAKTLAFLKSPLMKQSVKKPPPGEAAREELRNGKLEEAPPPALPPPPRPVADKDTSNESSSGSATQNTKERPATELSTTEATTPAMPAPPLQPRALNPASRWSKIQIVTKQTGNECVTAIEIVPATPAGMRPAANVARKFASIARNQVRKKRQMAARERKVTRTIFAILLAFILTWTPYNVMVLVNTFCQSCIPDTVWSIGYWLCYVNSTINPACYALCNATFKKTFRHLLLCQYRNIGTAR
# CHRM4 antagonist: human M4 muscarinic receptor antagonists, primary screen, CHO cells, Fluo-8 calcium fluorescence; Muscarinic acetylcholine receptor M4 (Homo sapiens), P08173; CHO-hM4 cells, ACh EC80; inhibition, % at 3 µM; 360,000 compounds, 0.73% hits; AID 624125, 2012;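 active = inhibition above its plate's cutoff, the mean inhibition of sample wells plus 3 SD, cut at about 27% in these data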;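 note: 0% = acetylcholine EC80 with DMSO and 100% = DMSO without agonist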
# M4 ag: human M4 muscarinic receptor agonists, primary screen, CHO-K1 cells, Fluo-8 calcium fluorescence; Muscarinic acetylcholine receptor M4 (Homo sapiens), P08173; CHO-K1 hM4/Gqi5; vehicle 0%, full acetylcholine response 100%; activation, % at 3 µM; 360,000 compounds, 0.14% hits;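 active = activation above the run mean over all test wells plus 3 SD, cut at about 32% in these data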;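 note: peak over basal fluorescence ratio per well then scaled between controls; 0% = DMSO wells and 100% = acetylcholine at EC100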
# CHO-K1 Ca antag: M1 antagonist counterscreen hit in parental CHO-K1 cells | 360,000 compounds, 0.6% hits | inhibition, % at 3 µM | AID 602250 | ATP-induced calcium, Fluo-8 fluorescence;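 active = inhibition above a per-plate cutoff, the plate's mean sample inhibition plus 3 SD, cut at about 24% in these data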;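 note: 0% = DMSO plus EC80 ATP and 100% = DMSO alone without ATP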
# * hit, by the source's call. An unsorted share of the library (roughly 2.7% active in at least one column).
SMILES,CHRM5 agonist,CHRM5 antagonist,M1 PAM parental,CHO-K1 Ca ag,CHRM5 PAM,CHRM4 PAM,CHRM4 antagonist,M4 ag,CHO-K1 Ca antag
CCN(CC)C(=O)Cc1c(OC)ccc2cc(Br)ccc12,-15,10,12,-0.2,3,4,-7,-1,-13
O=C(NCCN1CCC(n2c(=O)[nH]c3ccccc32)CC1)c1ccc(F)c(F)c1,-3,5,-2,1.3,-6,-2,6,3,-2
COc1ccccc1C(c1nnnn1C(C)(C)C)N1CCCCCC1 (stereo unspecified),-4,4,11,0.1,3,-8,12,0,-9
Cn1ncc(Br)c1C(=O)NC(=S)N1CCN(c2ccccn2)CC1,-2,-5,15,0.9,2,23,-17,2,-13
COc1ccccc1N(C)S(=O)(=O)c1ccc(C(=O)OCC(=O)Nc2ccccc2F)cc1,6,10,-4,3.1,-2,-2,2,6,-14
Cc1cc2c3c([nH]c2cc1S(=O)(=O)N1CCC2(CC1)OCCO2)CC(C)(C)CC3=O,-1,10,8,2.4,-5,3,-20,5,0
O=S(=O)(Nc1ccc2c(c1)OCCO2)c1cccs1,-1,-3,-2,1.5,-8,3,-16,2,-18
O=C(NCc1ccccc1CN1CCCC1)C1CCN(C(=O)c2ccc(F)cc2)CC1,-4,8,-1,0.2,-9,3,0,1,-20
CCCCC(=O)NC1(C(F)(F)F)C(=O)N(Cc2ccco2)C(C)=C1C(=O)OC (stereo unspecified),0,7,-2,-0.6,-11,-8,0,3,1
CCCCNc1nnc(CCn2nc(C)c(Br)c2C)s1,-2,5,-5,-0.6,6,17,-6,0,3
CCc1ccc(-c2cc(C)no2)cc1S(=O)(=O)NCc1ccc(OC)c(OC)c1,-3,14,3,9.1,-9,-6,-20,5,-11
COc1ccc(OCCSc2ncccn2)cc1,2,-14,10,0.1,2,8,-2,1,1
Cc1ccc(CN2C(=O)N/C(=C/c3cc(C)n(-c4ccccn4)c3C)C2=O)cc1,-2,-4,10,0.6,-4,-5,11,2,-8
O=C1N(CN2CCC3(CC2)OCCO3)c2ccccc2C12OCCCO2,3,-8,7,0.0,-2,0,-1,1,-8
CC(C)(C)OC(=O)NCCCC[C@H](NC(=O)c1[nH]cnc1C(=O)N[C@@H](Cc1ccccc1)C(=O)OCc1ccccc1)C(=O)OC(C)(C)C,-2,-2,-9,-0.1,-1,2,6,1,-3
O=C(COCc1cc(-c2ccc3c(c2)OCO3)on1)N1CCN(c2ccc(F)cc2)CC1,-1,-4,4,0.3,3,0,6,-1,-20
NNC(=O)c1sc2cc(C(F)(F)F)cnc2c1-c1cccnc1,2,3,-9,-0.5,1,-4,-6,1,9
Cc1cc(N/N=C/c2ccc(O)cc2)c2cccc(C)c2n1,-1,-2,11,0.1,-2,-4,12,0,-1
COc1ccc(C(c2nnnn2CC2CCCO2)N2CCN(c3ccc(F)cc3)CC2)cc1 (stereo unspecified),-3,-14,-7,0.2,1,2,0,1,1
Cc1ccc(CSc2nc3ccccc3cc2C=O)cc1,-1,-8,23,1.0,-4,2,4,-1,-8
O=[N+]([O-])c1c(NCc2ccco2)ccc2nonc12,-3,5,-16,0.0,0,5,1,0,-3
Cc1cc(NC(=O)CCC2COc3ccccc3O2)no1 (stereo unspecified),-4,8,11,0.4,4,1,-1,1,-7
O=C(O)CCCCCN=Cc1c(O)c2ccccc2oc1=O,-1,-14,25,0.3,5,6,-11,0,-6
O=C(CCSc1ccc(Cl)cc1)N1CCN(c2ncccn2)CC1,-2,-6,2,1.6,-12,1,-4,5,7
Cc1ccccc1C(=O)N1CCC(C(=O)Nc2ccc3c(c2)OCCO3)CC1,1,2,-4,-0.1,1,3,-2,2,20
COc1ccc(/C=N/NC(=O)c2ccc(COc3cccc4cccnc34)cc2)cc1O,1,5,-9,4.1,-23,-21,-11,12,17
Cc1cccc(C)c1Nc1ncnc(N)c1[N+](=O)[O-],-2,13,17,1.2,-3,5,-3,0,-1
CCOC(=O)c1c(C)c(C(=O)Nc2ccccc2)c(C)n1CC,0,4,23,1.1,-13,-11,8,1,-12
Cc1ccc(Cn2ccc(-c3cnc(-c4ccccc4)s3)n2)cc1,-5,-6,12,0.9,-3,10,0,-1,-15
COc1ccc(Cl)cc1N(CC(=O)NC(C)(C)C)S(=O)(=O)c1ccc(C)c([N+](=O)[O-])c1,-6,0,26,0.2,11,22*,-4,1,-13
COc1cccc(C(=O)Nc2ccc(-c3nc4ccccc4o3)c(O)c2)c1,0,2,-2,1.1,-4,3,3,1,3
COc1ccc(CCNc2cc(C)nc3c(-c4ccccc4OC)cnn23)cc1OC,-5,1,4,2.0,-7,-4,-11,11,-9
CN(CCOc1ccccc1)C(=O)c1cc(S(=O)(=O)N2CCCCC2)ccc1Cl,0,9,-14,5.1,-6,-5,-9,9,-4
O=C1CC(NNC(=O)c2ccccc2)C(=O)N1 (stereo unspecified),-1,-7,8,1.7,8,16,-4,0,-17
Cc1ccc(C(=O)N/C(=C\c2ccc(C)o2)C(=O)O)cc1,-2,5,14,0.4,1,4,3,0,-17
CC(C)C(OC(=O)Cn1nnc2ccccc21)C(=O)NC1CCCC1 (stereo unspecified),-1,4,3,8.0,2,-9,5,2,0
COc1ccccc1N1C(=NC(=O)C2CCCCC2)SC2CS(=O)(=O)CC21 (stereo unspecified),-2,0,-7,0.0,1,11,-7,2,-6
COc1ccccc1NC(=O)Nc1nc(CC(=O)N2CCN(c3ccccc3)CC2)cs1,2,13,9,7.4,-15,-6,4,17,3
S=C(Nc1ccccc1Cl)N(Cc1ccccc1)Cc1ccccn1,-11,-10,-4,-0.1,7,-5,-2,0,-1
CN1CCN(/C=C(\C#N)S(=O)(=O)c2ccc(Cl)cc2)CC1,1,10,21,1.5,-2,-4,2,3,-18
CCCCOCC1CN(c2ccccc2)C(=O)CS1 (stereo unspecified),-5,-7,11,0.0,0,0,5,0,-10
O=C(Nc1cc([N+](=O)[O-])ccc1F)c1ccc2ccccc2c1,4,-16,18,-0.3,14,3,-12,0,-12
CC(=O)Nc1ccc(C(=O)OCc2ccccc2Cl)cc1,0,4,-9,0.5,-1,-2,1,3,3
CCOc1ccc(NC(=O)C2CCCN(C(=O)Nc3ccccc3)C2)cc1 (stereo unspecified),0,0,20,-0.6,-1,0,3,0,-4
O=C(NCc1cccnc1)c1ccc2c(c1)C(=O)N(Cc1ccccc1)C2=O,-1,-8,13,3.4,5,-1,-12,4,-8
CCC(=O)N1CCN=C1SCc1cccc(F)c1,-4,9,17,-0.4,-3,3,6,0,-13
COc1ccccc1CNC(=O)c1ccc(OC(F)F)c(OC)c1,-2,3,11,0.6,3,3,9,0,-5
Cc1ccc(NCC(=O)N/N=C/c2c[nH]c3ccccc23)cc1,-2,10,15,0.5,-5,0,-5,2,-5
COc1ccccc1CNC(=S)NC1CCCCC1,-1,-6,9,-0.3,10,7,-8,1,-11
CC(C)C(N)c1csc(Nc2ccc(C(=O)N(C)Cc3ccccc3)cn2)n1 (stereo unspecified),1,1,18,0.8,-1,4,-5,3,-14
COc1ccc(OC)c2c(C)cc(N3CCN(C(=O)c4ccc(F)cc4)CC3)nc12,-6,-2,6,-0.1,-4,14,4,2,-1
Cc1nc(NCC2CCCO2)c2nnn(Cc3ccccc3Cl)c2n1 (stereo unspecified),1,-3,-4,0.0,3,7,0,-1,0
O=C(N[C@H](CO)c1ccccc1)[C@H]1O[C@@H](n2ccc(=O)[nH]c2=O)[C@H](O)[C@@H]1O,-1,3,3,0.3,1,8,-14,-1,4
O=C(NC1CC1)c1cc(=S)[nH]c2ccccc12,0,3,14,1.6,3,3,-10,2,-9
CCOC(=O)c1c(C)nn(-c2ncccc2NC(=O)NC(C)C)c1C,0,1,13,0.1,0,-1,-4,0,-2
CN(C)C(=O)C(OC(=O)c1ccc2ccccc2n1)c1ccccc1 (stereo unspecified),1,-3,18,1.0,3,-2,-5,4,-19
N#Cc1ccc(-c2cccnc2)nc1SCc1ccc(Cl)c(Cl)c1,-1,2,3,0.1,-4,-4,-1,1,-2
CC(C)Cc1cc(C(=O)N2CCCC(CO)(Cc3ccc(F)cc3F)C2)n[nH]1 (stereo unspecified),-1,11,17,7.2,-1,4,4,9,-13
CC(C)C[C@H](NC(=O)OC(C)(C)C)c1nnc(SCC(=O)Nc2ccc(Br)cc2)o1,-2,3,10,1.5,-7,2,-2,1,3
CNC(=O)CSCc1c(F)cccc1Cl,0,-4,1,0.4,3,6,-1,0,3

# Among those listed so far, these have a COOH group:
SMILES,CHRM5 agonist,CHRM5 antagonist,M1 PAM parental,CHO-K1 Ca ag,CHRM5 PAM,CHRM4 PAM,CHRM4 antagonist,M4 ag,CHO-K1 Ca antag
O=C(O)CCCCCN=Cc1c(O)c2ccccc2oc1=O,-1,-14,25,0.3,5,6,-11,0,-6
Cc1ccc(C(=O)N/C(=C\c2ccc(C)o2)C(=O)O)cc1,-2,5,14,0.4,1,4,3,0,-17

# Two compounds drawn at random from the list so far, as already listed:
SMILES,CHRM5 agonist,CHRM5 antagonist,M1 PAM parental,CHO-K1 Ca ag,CHRM5 PAM,CHRM4 PAM,CHRM4 antagonist,M4 ag,CHO-K1 Ca antag
CC(C)C[C@H](NC(=O)OC(C)(C)C)c1nnc(SCC(=O)Nc2ccc(Br)cc2)o1,-2,3,10,1.5,-7,2,-2,1,3
CC(=O)Nc1ccc(C(=O)OCc2ccccc2Cl)cc1,0,4,-9,0.5,-1,-2,1,3,3

# (listing goes on)
SMILES,CHRM5 agonist,CHRM5 antagonist,M1 PAM parental,CHO-K1 Ca ag,CHRM5 PAM,CHRM4 PAM,CHRM4 antagonist,M4 ag,CHO-K1 Ca antag
CCCS(=O)(=O)NCc1cn2cccc(C)c2n1,1,-3,-6,0.2,3,-7,6,2,-13
COc1ccc(C(=O)NCC(=O)n2nc(C)cc2C)cc1OC,0,-1,13,0.5,-5,3,14,1,-5
Cc1ccc(NC(=O)CN(C)C2CCCCC2)cc1Cl,-8,6,-7,3.2,2,0,-4,-1,-15
CCSc1nnc(NC(=O)CN2C(=O)N(C)C3(CCCCC3)C2=O)s1,1,7,2,1.0,2,4,-8,0,2
Cc1ccc(C(c2sc3nc(C)nn3c2O)N2CCN(c3ccccc3)CC2)cc1 (stereo unspecified),-1,-6,8,0.0,5,4,-5,0,0
O=C(Nc1ccccc1)c1ccc(NC2CCCCC2)c(S(=O)(=O)N2CCOCC2)c1,-4,12,20,1.5,-9,-10,2,-2,-5
COc1ccc(N2C(=O)CC(NCc3cccc(F)c3)C2=O)cc1 (stereo unspecified),1,-3,18,0.1,-2,1,-1,1,-10
C=CCn1c(COc2ccc(Cl)cc2)nnc1SCC(=O)N/N=C/c1ccccc1,-3,-1,17,0.1,3,-2,-3,0,-7
CC1=CC=CN2C1=NC(=O)CC2(C)C(=O)N(CC(=O)NC1CCCC1)c1ccccc1C (stereo unspecified),1,0,11,0.6,8,3,-1,0,-7
O=C(COc1cccnc1[N+](=O)[O-])Nc1cc(Cl)ccc1Cl,-1,14,12,0.1,2,-2,6,1,-7
